CAL PDZ FP-1: human CAL PDZ-peptide interaction inhibition | purified CAL PDZ, TMR-peptide fluorescence polarization, 1 h | actives 0.02% (n = 330,000) | AID 504414 | Q9HD26 | inhibition, % at 20 µM;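 active = highest replicate inhibition of at least 40%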;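 note: plate controls were DMSO neutral control wells for no effect and unlabeled competitor peptide control wells for full effect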
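material = purified tagged CAL PDZ domain construct (CerCALP) | compound dosing = 20 µM, one dose | times = 1 h at RT | measured by = fluorescence polarization from S- and P-plane intensities, G-factor corrected | read-out = inhibition from polarization loss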
MITF TRPM1 HTS: MITF TRPM1 promoter activation in melanoma cells; SK-MEL-5 TRPM1-promoter luciferase, 24 h; % of positive control, neutral wells = 0; activation, % at 12.5 µM; actives 0.75% (n = 300,000); AID 588334;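 active = mean activation of at least 80% with every replicate also reaching 80%; inconclusive = mean reaches 80% but some replicate falls short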;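 note: 0% = neutral control wells and 100% = parthenolide positive control wells; values of inactives mirror those of a sister screen read the other way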
RTF Ca sens act: cardiac RTF calcium sensitization; P19429+P45379; actives 0.24% (n = 340,000); IANBD-labeled TnC RTF fluorescence at EC20 calcium; 0% EC20 calcium, 100% full calcium; activation, % at 7.2 µM;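 active = activation above the mean over all tested compounds plus 3 SD, cut at about 30% in these data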;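 note: rise in fluorescence read as greater calcium sensitivity of cardiac thin filaments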
Tat export inh: E. coli Tat transport inhibition. E. coli MC4100 TorA-mCherry Tat export, fluorescence. inhibition, % at 10 µM. actives 0.036% (n = 340,000);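 active = mean replicate inhibition at least 50% and at least half of replicates individually reaching 50%; inconclusive = only one of the two criteria met; inactive = neither criterion met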;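 note: exported cargo escapes ClpAP degradation while cytoplasmic cargo is degraded and loses fluorescence; 0% = median of neutral control wells and 100% = median of NaSCN control wells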
V-ATPase pHluor: regulators of yeast V-ATPase proton transport; response, % at 10 µM; actives 0.37% (n = 350,000); S. cerevisiae, pHLuorin cytosolic pH fluorescence; AID 504577; in the data active = response mostly above about 7.3%, no sharp cut-off; inactive = mostly below about 5.4%; note: actives read high; inactives centre near 0; some compounds called inactive have numbers as strong as hits; reference of the scale not given here
Wnt bcat act: Wnt/beta-catenin pathway activation; Wnt/beta-catenin reporter cell assay, activator, plate reader; activation, % at 9.35 µM; actives 1.2% (n = 300,000); in the data active = activation above about 30%, passing the limit was not always enough; inconclusive = no clear call, values can overlap the other calls;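 note: 0% = neutral control wells and 100% = positive control wells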
dFosB act: mouse delta FosB homodimer activation | P13346 | purified delta FosB, TAMRA-CDK5 oligo fluorescence polarization; percent of positive-control signal above neutral wells | activation, % at 25 µM | actives 0.99% (n = 340,000) | AID 493131;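 active = mean activation above about 17%, with every replicate also reaching it, limit read from the data, passing the limit was not always enough; inconclusive = only one of the two conditions met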;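 note: fluorescence polarization rise as delta FosB binds a TAMRA Cdk5 AP-1 oligo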
Target sequence (P13346 whole entry, looked up): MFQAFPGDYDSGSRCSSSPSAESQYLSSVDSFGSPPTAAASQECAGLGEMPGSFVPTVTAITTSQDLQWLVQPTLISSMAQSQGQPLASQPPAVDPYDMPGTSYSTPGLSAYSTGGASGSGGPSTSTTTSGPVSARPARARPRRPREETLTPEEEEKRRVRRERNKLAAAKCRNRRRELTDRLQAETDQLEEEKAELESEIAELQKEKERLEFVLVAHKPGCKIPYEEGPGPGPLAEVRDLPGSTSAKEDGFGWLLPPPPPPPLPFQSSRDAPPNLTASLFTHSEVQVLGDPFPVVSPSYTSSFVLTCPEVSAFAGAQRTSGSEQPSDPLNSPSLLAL
Rtt109 Vps75: blocks Candida albicans Rtt109/Vps75 acetyltransferase activity; inhibition, % at 34.9 µM; actives 0.16% (n = 330,000); Q5AAJ8; purified Rtt109/Vps75, ThioGlo CoA-SH fluorescence, 4 h;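 active = inhibition of at least 50% in every replicate; inconclusive = best replicate reaches 50% inhibition but some replicates fall short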
Target sequence (Q5AAJ8 whole entry, looked up): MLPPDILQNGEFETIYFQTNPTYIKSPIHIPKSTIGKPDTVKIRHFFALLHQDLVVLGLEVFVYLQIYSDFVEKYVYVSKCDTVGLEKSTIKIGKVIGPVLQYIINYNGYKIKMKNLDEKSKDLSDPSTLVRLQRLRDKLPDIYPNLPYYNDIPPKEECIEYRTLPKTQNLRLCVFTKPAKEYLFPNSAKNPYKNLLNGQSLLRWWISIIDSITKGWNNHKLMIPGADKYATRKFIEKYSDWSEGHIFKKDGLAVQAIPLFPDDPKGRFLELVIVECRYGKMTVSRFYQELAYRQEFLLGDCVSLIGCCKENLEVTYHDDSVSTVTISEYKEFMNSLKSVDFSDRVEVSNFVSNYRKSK
CDK5 p35 inh: blocks human CDK5/p35 kinase activity; Recombinant CDK5/p35, ADP-Glo luminescence, 60 min; inhibition, % at 10 µM; actives 0.01% (n = 330,000); AID 488839;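 active = highest replicate inhibition of at least 50% and at least 75% of replicates reaching 50%; inconclusive = only one of the two criteria met; inactive = both criteria failed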;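 note: plate controls were DMSO neutral control for no effect and GW8510 at 10 µM for full effect; many of its hits are not listed in these tables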
CAL PDZ FP-2: blocks peptide binding to the human CAL PDZ domain; Q9HD26; purified CAL PDZ, TMR-peptide fluorescence polarization, 1 h; inhibition, % at 24.9 µM; actives 0.92% (n = 300,000); AID 602252;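 active = mean inhibition of at least 30% with at least half of replicates also reaching 30%; inconclusive = no clear call, values can overlap the other calls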;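 note: 0% = DMSO neutral control and 100% = excess unlabeled competitor peptide PRC23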
Numbers without * were called inactive; ? = inconclusive; . = no result given.

SMILES	CAL PDZ FP-1	MITF TRPM1 HTS	RTF Ca sens act	Tat export inh	V-ATPase pHluor	Wnt bcat act	dFosB act	Rtt109 Vps75	CDK5 p35 inh	CAL PDZ FP-2
FC(F)(F)c1ccc(-c2nnc(-c3ccccn3)c(-c3ccccn3)n2)nc1	0.4	2.4	3.9	0.2	-1.1	-0.5	-2.3	3.9	0.5	-4.4
Cc1ccc(NC(=O)C2CCN(C(=O)c3cccs3)CC2)c(C)c1	-2.1	-11.9	-2.3	0.1	-1.4	0.3	-4.8	-6.3	-1.0	-3.4
CC[C@@H]1C=C(C(=O)O)[C@H](c2ccc(OC)c(OC)c2)N1S(=O)(=O)c1ccc(C)cc1	0.2	-3.0	2.6	0.4	4.5	-2.0	4.0	-10.5	2.5	1.9
COC(=O)c1ccc2c(=O)n(Cc3ccc(C(=O)NC(C)C)cc3)c(=S)[nH]c2c1	-0.1	11.2	-0.9	0.1	0.6	-1.2	-1.9	-14.8	1.4	-4.3
O=C(CN1C(=O)CCOc2ccccc21)Nc1cccc(S(=O)(=O)N2CCOCC2)c1	-0.3	-5.1	-5.4	-2.7	-6.3	0.0	-3.5	7.1	2.1	0.5
COc1cc([N+](=O)[O-])cc2sc(NC(=O)C3CC3)nc12	-0.2	15.0	-2.9	-6.0	-0.9	1.0	3.5	6.2	-1.3	-0.6
COc1ccccc1N1CCN(c2ncnc3nc[nH]c23)CC1	0.0	16.6	10.1	-7.6	3.2	0.8	-3.5	-7.6	-1.4	.
COc1ccc(NC(=O)CN2CC(c3ccccc3)CC2=O)cc1OC (stereo not given)	-0.1	7.1	6.2	-4.5	-0.7	-3.1	-3.0	-4.2	0.1	3.5
COc1ccc(-c2ccc(CCC(=O)O)n2NC(=O)c2ccc(C(C)(C)C)cc2)cc1	-0.5	5.6	-4.9	3.5	-2.9	-4.3	-5.6	28.8	-1.7	2.0
O=C(NNC(=O)c1cc(-c2ccccc2)nn1-c1ccccc1)c1ccccc1	-1.1	-5.3	5.6	-10.1	-1.8	-1.7	-7.9	1.0	0.2	-6.9
Nn1c(-c2cccc(O)c2)nnc1-c1cccc(O)c1	-0.8	-1.1	-5.0	3.2	1.3	1.8	-1.4	4.6	0.4	-0.3
N#Cc1c(-c2ccccc2)c(-c2ccccc2)n(Cc2ccco2)c1NC(=O)c1cccs1	-0.5	-9.1	0.6	-6.6	9.7*	.	-1.5	-12.8	0.8	-2.7
[S-]C(=Nc1ccc(Cl)cc1)N[n+]1ccccc1	-1.5	-1.0	-3.0	-10.3	0.9	0.6	3.7	0.2	0.6	-4.0
CCOC(=O)CNC(=O)Nc1ccccc1C(=O)OC	-0.7	4.8	0.1	-0.6	-0.8	-1.7	0.6	1.0	2.5	-2.8
CCOC(=O)COc1cccc2c(=O)n(CC(=O)N3CCCc4ccccc43)ccc12	-0.3	.	3.5	-8.1	0.7	-0.9	-16.4	8.8	1.7	-2.4

4 successive records from above:
SMILES	CAL PDZ FP-1	MITF TRPM1 HTS	RTF Ca sens act	Tat export inh	V-ATPase pHluor	Wnt bcat act	dFosB act	Rtt109 Vps75	CDK5 p35 inh	CAL PDZ FP-2
CC[C@@H]1C=C(C(=O)O)[C@H](c2ccc(OC)c(OC)c2)N1S(=O)(=O)c1ccc(C)cc1	0.2	-3.0	2.6	0.4	4.5	-2.0	4.0	-10.5	2.5	1.9
COC(=O)c1ccc2c(=O)n(Cc3ccc(C(=O)NC(C)C)cc3)c(=S)[nH]c2c1	-0.1	11.2	-0.9	0.1	0.6	-1.2	-1.9	-14.8	1.4	-4.3
O=C(CN1C(=O)CCOc2ccccc21)Nc1cccc(S(=O)(=O)N2CCOCC2)c1	-0.3	-5.1	-5.4	-2.7	-6.3	0.0	-3.5	7.1	2.1	0.5
COc1cc([N+](=O)[O-])cc2sc(NC(=O)C3CC3)nc12	-0.2	15.0	-2.9	-6.0	-0.9	1.0	3.5	6.2	-1.3	-0.6

Next part
SMILES	CAL PDZ FP-1	MITF TRPM1 HTS	RTF Ca sens act	Tat export inh	V-ATPase pHluor	Wnt bcat act	dFosB act	Rtt109 Vps75	CDK5 p35 inh	CAL PDZ FP-2
Cc1nc2cc3c(cc2c(C)c1C(=O)OC(C)C)OCO3	-1.8	47.4	-0.5	16.0	-1.1	16.4	-4.2	2.3	0.3	-6.2
CC(NC(=O)c1cccs1)c1ccc(Br)cc1 (stereo not given)	-0.2	.	-0.5	1.1	4.4	-1.3	-6.9	-2.1	0.4	-3.0
CCN(C(=O)COC(=O)c1cnccn1)c1cccc2ccccc12	-1.1	-1.0	0.4	-7.0	0.8	0.0	-16.2	-0.5	0.8	.
O=C(Nc1ccc(CN2CCCCC2)cc1)c1cccc(Br)c1	-3.9	51.8	-3.5	2.6	-0.2	-0.5	-5.3	.	-0.8	-1.1
Cc1ccc(CS(=O)(=O)Cc2ccc(C(=O)NC3CC3)o2)cc1	-4.3	-7.0	-3.0	-4.2	-1.7	-1.5	-1.8	-2.0	1.3	-4.8
CCCCNc1c(C(=O)OCC)c(C)nc2c1cnn2CC	-1.4	1.1	0.1	-4.2	3.4	-1.0	-11.5	7.5	-0.2	-1.6
O=C(O)C1CSC(CCc2ccccc2)N1 (stereo not given)	-1.8	-8.4	-3.2	4.3	3.9	.	12.9	2.5	-2.2	-11.7
O=C(Nc1nc2ccc(Oc3ccccc3)cc2s1)c1cc([N+](=O)[O-])ccc1N1CCOCC1	-0.3	9.7	1.5	-14.1	1.3	6.1	-6.4	-0.4	0.8	-2.8
C=CCN(Cc1cccs1)C(=O)CN1CCN(S(=O)(=O)c2ccc3c(c2)OCCCO3)CC1	-2.7	.	5.2	-3.0	-3.3	-1.9	-10.4	-2.5	2.2	-1.6
O=C(NC(=S)Nc1ccc(N2CCOCC2)cc1)c1ccc(Cl)cc1	-0.8	5.8	5.6	-0.4	7.7	-1.4	-4.3	-0.4	0.8	-5.1
COc1ccc(-c2noc(CCC(=O)NCCCN3CCN(c4ccccc4F)CC3)n2)cc1	-1.9	-3.0	-5.7	-2.9	4.3	-2.4	-10.3	-1.4	1.5	-2.8
CC(C)CCNc1c(-c2cccs2)nc2ccccn12	-1.2	1.9	-1.1	-2.9	0.6	-0.9	-5.7	-46.0	0.9	2.1
COc1cccc(Cn2c(Oc3cccc(C)c3)nc3c2c(=O)n(C)c(=O)n3C)c1	-6.5	2.6	1.4	0.5	1.5	.	4.2	9.7	0.6	-2.6
O=C(NCCCN1CCOCC1)c1onc(CSc2ccc(F)c(F)c2)c1C(=O)NCCCN1CCOCC1	0.2	2.0	-4.0	-0.8	-3.4	-1.2	-4.5	-0.3	1.0	4.9
CNC(=S)N1CCN(c2ccccn2)CC1	-1.2	9.2	4.0	-7.3	2.7	-1.4	-6.4	-6.2	1.0	.
CC(C)(C)NC(=O)c1cc(C(C)(C)C)c(O)c(C(C)(C)C)c1	0.8	-3.1	-3.8	-1.4	3.1	.	-0.5	-2.0	.	0.8
N#Cc1cc(-c2ccc(Cl)cc2)cnc1Sc1ccc(F)cc1	0.7	23.6	-4.9	2.7	-3.1	.	6.5	-29.7	-2.0	.
CCCCOC(=O)Oc1ccc2c(=O)c(Oc3cc(C)cc(C)c3)coc2c1	-2.9	4.2	12.2	-10.0	1.6	.	-6.1	?	0.0	0.0
CN1CCN(Cc2nc3ccccc3c(=O)n2CC#N)CC1	-1.4	-1.1	1.9	-4.9	-2.6	.	2.7	-9.8	1.5	-2.4
CC(=O)Nc1ccc(S(=O)(=O)NCc2csc(-c3cccnc3)n2)cc1	0.0	-0.6	-2.0	1.3	3.1	0.2	3.3	-18.2	-0.5	0.5
Cc1ccc(/C=N/N2CCN(c3ccc(Cl)cc3)CC2)o1	-0.2	16.7	0.3	6.2	6.5	1.2	-0.6	6.8	0.5	-2.3
O=C(Cn1cncc1-c1ccc([N+](=O)[O-])cc1)Nc1ccccc1F	-0.5	-60.1	1.2	-9.7	4.3	-2.4	5.3	10.0	-0.4	.
COCCCNc1nc2nonc2nc1N1CCN2CCCC2C1 (stereo not given)	-1.2	-7.0	2.0	2.1	1.7	26.3	1.0	0.7	-0.6	-3.8
Cc1ccc(CN2C(=O)CCC2C(=O)NC(C)C)cc1 (stereo not given)	-0.2	-1.3	-3.6	-16.6	-1.7	-2.0	6.3	-0.1	-0.3	-2.1
COC(=O)Nc1sc2c(c1C(=O)NCc1ccco1)CCC2	-0.2	-8.3	1.9	2.1	-2.1	-1.6	-4.0	-2.9	-1.5	-4.7
OCC(O)C1OCOC(C(O)CO)C1O (stereo not given)	-0.5	-9.7	-1.6	6.0	1.4	-0.8	-2.1	5.4	-0.4	.
CN(CC(=O)Nc1ccc(S(=O)(=O)N2CCCC2)cc1)Cc1cccc(Cl)c1Cl	-1.2	-6.8	7.4	5.3	-1.1	.	-9.3	0.9	1.6	-4.1
O=C(CN(C(=O)CCC(=O)Nc1ccccn1)c1ccc(F)cc1)NCc1ccco1	0.3	-2.4	-5.2	-2.1	-0.3	-1.7	-4.7	6.4	0.0	-1.7
CCCSc1ccc(C(=O)Nc2ccc(Cl)cc2)cn1	-1.5	25.5	-0.7	4.5	1.8	4.8	-5.2	-2.8	-0.6	-1.8
Cc1c(OCC(=O)N2CCC[C@@H]2C(=O)O)ccc2c3c(c(=O)oc12)CCC3	1.9	.	-4.6	-0.2	1.2	-1.1	-3.6	1.2	1.8	-1.3
COC(=O)CC1SC(=O)NC1=Nc1ccccc1 (stereo not given)	-0.2	-13.7	-2.5	2.2	-0.6	.	3.5	-2.0	-0.5	.
Cc1ccccc1-n1nc2c(c1NC(=O)C(C)(C)C)CS(=O)(=O)C2	0.0	-2.5	8.0	-0.7	-2.3	9.3	-0.5	-4.0	-1.3	2.7
CC(C)(C)c1ccc(OCC(=O)NCc2ccco2)cc1	-2.5	.	-2.0	-1.1	-2.4	.	-0.4	.	0.5	-0.7
N=C1CCCN1CC(=O)c1ccc(Cl)cc1	1.0	-2.2	7.1	-11.9	1.7	17.0	1.5	-8.8	1.6	1.8
COC(=O)c1cc(C)sc1NC(=O)C1C2C=CC(CC2)C1C(=O)O (stereo not given)	-0.8	12.3	-0.1	-1.5	-3.7	-1.2	6.3	0.9	-2.2	-2.4
CCOc1ccc(C(C)NC(=O)c2cccnc2OCC)cc1OCC (stereo not given)	-0.8	12.1	1.1	-8.9	-0.5	-0.5	-11.9	-12.1	-0.1	-2.9
COc1cc(/C=C/c2ccc3cccc(O)c3n2)cc(Br)c1OC	-0.8	-0.8	-0.3	8.0	3.6	?	-6.1	-4.6	-1.0	-4.1
COC(=O)CCC1(C(N)=O)CCC(=O)c2ccccc21 (stereo not given)	-0.1	-0.6	-1.0	-4.3	0.9	-1.4	-5.4	-14.2	1.6	-0.9
O=C(COc1ccccc1)N=C1SC2CS(=O)(=O)CC2N1c1cccc(F)c1 (stereo not given)	-1.3	3.2	-2.5	-6.8	2.1	-2.1	-8.1	-2.6	1.8	2.4

Assay outcomes (PubChem)
